ATXN2 expr inh = ATXN2 expression inhibition; 360,000 compounds, 0.72% hits; Potency, µM (series often up to 57 µM), for the others: at the top dose activity change, negative = inhibition, hits mostly inhibitors; AID 1745845; HEK-293 ATXN2-luciferase reporter, luminescence, 24 h; further: potency means the concentration at half of the fitted maximal effect; on the % scale 0 is the no-effect control and ±100 the full control effect; nearly all actives have a fitted effect of over 55% in size
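ATXN2-luciferase reporter cells (luciferase flanked by upstream and downstream ATXN2 gene portions) were treated 24 h at 37 °C with compounds at up to 57 uM. SteadyGlo luminescence gave expression; GF-AFC fluorescence gave viability.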
MCF10A rerep = induces DNA re-replication in MCF 10a normal breast cells. 350,000 compounds, 2.9% hits. AID 624296. MCF 10A DNA re-replication, Hoechst nuclear intensity, 48 h. Potency, µM (highest dose often 46.1 µM), inactives show at the top dose activity, positive = re-replication, usual class: activators; further: potency means the concentration at half of the fitted maximal effect; % of control where 0% means no effect; nearly all actives have a fitted effect of over 50% in size
SW480 rerep = induces DNA re-replication in SW480 colon adenocarcinoma cells | SW480 DNA re-replication, Hoechst DNA content imaging, 48 h | Potency, µM (titrated, usually from 46.1 µM), inactives show at the top dose re-replication activation, most hits filed as activators | 340,000 compounds, 1.8% hits; further: potency means the concentration at half of the fitted maximal effect; % of control where 0% means no effect; nearly all actives have a fitted effect of over 55% in size
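Readout is total intensity of Hoechst-stained nuclei, excited at 405 nm and collected at 500-530 nm. Compound treatment lasted 48 hr at 37 C in 5% CO2 before staining.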
IL-1B inflam inh = blocks inflammasome-driven IL-1 beta release | activity change, % at 57.5 µM | THP-1 LPS/ATP IL-1B secretion, AlphaLISA, 16 h; hits give low values | 360,000 compounds, 4.7% hits | AID 743279; in the data active means activity change below about -50%; inconclusive means mostly about -30% to -49%; further: on the % scale 0 is the no-effect control and ±100 the full control effect
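Secreted IL-1B measured by AlphaLISA bead assay after 16 h compound exposure of THP-1 cells; compounds (final up to 57.5 uM) added 1 h before LPS (250 ng/mL) and ATP (1.25 mM) stimulation; lower signal means less secretion.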
HT1080NT lethal = kills 2HG-producing HT-1080-NT fibrosarcoma cells. HT-1080-NT fibrosarcoma viability, CellTiter-Glo ATP luminescence, 48 h. Potency, µM (doses to about 46.1 µM), for inactives: at the top dose activity, negative = less viability, hits mostly cytotoxic. 360,000 compounds, 1.6% hits;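 further: NT is the 2HG producing partner of a matched IDH1 knockdown line; potency means the concentration at half of the fitted maximal effect; 0% = DMSO-treated cells and -100% = media-only wells without cells; nearly all actives have a fitted effect of over 55% in size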
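Read-out is CellTiter-Glo luminescence after 10 minutes at room temperature, following 48 hours' compound treatment of HT-1080-NT cells (750 cells/well, RPMI, 5% FBS, 37 degrees C).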
ATXN viability = viability counter-screen for ATXN expression inhibitors; S2 cells (HEK-293 line with an ATXN2-luciferase reporter) viability, CellTiter-Fluor protease fluorescence, 24 h; Potency, µM (top dose mostly 56.7 µM), actives largely listed as cytotoxic; 400,000 compounds, 0.49% hits; AID 651635; further: potency means the concentration at half of the fitted maximal effect; nearly all actives have a fitted effect of over 40% in size
HepG2 tox = kills HepG2 cells in TGF-b inhibitor counter-screen; Potency, µM (titrated, usually from 46.1 µM), without a hit: top-dose activity change, negative = cytotoxicity, most hits filed as cytotoxic; HepG2 CAGA-GFP viability, ATP luminescence, 18 h; 410,000 compounds, 0.76% hits; further: potency means the concentration at half of the fitted maximal effect; some results filed as inactive show a strong effect at the top dose
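HepG2 CAGA-GFP cells (1000/well, DMEM with 1% FBS) received compound, then TGF-beta at 500 pg/mL final, and were incubated 18 hours at 37 degrees C. Viability was read by CellTiter-Glo luminescence. Media-only wells were set as complete cell-killing and DMSO as no toxicity.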
HT1080 IDH1KD tx = kills HT-1080 cells with IDH1 knockdown; HT-1080 IDH1 knockdown viability, ATP luminescence, 48 h; Potency, µM (series often up to 46.1 µM), for inactives: at the top dose activity, negative = toxicity, most hits filed as cytotoxic; 360,000 compounds, 2% hits; AID 686971;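 further: potency means the concentration at half of the fitted maximal effect; 0% = DMSO wells and -100% = cell-free medium wells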
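IDH1KD HT-1080 cells, 750/well, RPMI + 5% FBS; compound pinned after 2 h settling; 48 h, 37 °C; CellTiter-Glo luminescence; % activity normalised to DMSO and no-cell wells; curves fitted, classed by r2 and efficacy.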
KB-3-1 cytotox = KB-3-1 parental cell cytotoxicity. KB-3-1 viability, CellTiter-Glo ATP luminescence, 72 h. Potency, µM (titrated, usually from 46.1 µM), inactives show at the highest dose activity change, negative = cytotoxic, most hits filed as cytotoxic. 400,000 compounds, 1.4% hits; further: potency means the concentration at half of the fitted maximal effect; on the % scale 0 is the no-effect control and ±100 the full control effect; nearly all actives have a fitted effect of over 60% in size
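Viability of parental KB-3-1 cells, measured by CellTiter-Glo luminescence, followed a 72 h incubation at 37 °C with pinned compounds in phenol-red-free DMEM containing 10% FBS.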
Numbers without * were called inactive; i = inactive; ? = inconclusive; . = not tested or not shown; & = joins results of further samples; [ ] = another dose, or the depositor's remark. Unless noted, the call rests on the fitted dose curve; in most records, active means well fitted curve in the direction sought with a large enough effect; inconclusive means small, poorly fitted or top-dose-only effect, or another doubt; inactive means no such curve, though single readings can be large; an effect the other way counts as inactive or inconclusive.

mol	HT1080 IDH1KD tx	SW480 rerep	KB-3-1 cytotox	ATXN viability	ATXN2 expr inh	IL-1B inflam inh	MCF10A rerep	HT1080NT lethal	HepG2 tox
COc1ccc(NC(=O)c2nnn(Cc3cccc(F)c3)c2N)c(OC)c1	?	7%	6.5µM*	?	?	24	?	?	-57%
Cc1ccsc1/C=N/NC(=O)CN1CCN(Cc2ccccc2)CC1	-1%	3%	30%	i	0%	-3	0%	4%	0%
CC(=O)Nc1cccc(Oc2nc(NC(C)C)nc3cc(-c4ccccc4)sc23)c1	?	.	?	?	?	-63*	.	?	-42%
CCOC(=O)C1=C(c2ccccc2)Nc2ncnn2C1c1ccc(C(=O)O)cc1 (stereo not given)	20%	-15%	12%	i	0%	-8	-7%	23%	-15%
CCN1C(=O)C2(C(C(=O)c3cc4ccccc4o3)=C(O)C(=O)N2CCCN2CCOCC2)c2ccccc21 (stereo not given)	8%	-17%	-6%	i	-10%	7	-3%	10%	2%
c1ccc(-c2nnnn2-c2ccccn2)cc1	11%	-9%	1%	i	2%	-13	-1%	13%	2%
N#Cc1ccc(S(=O)(=O)NC2CC2)cc1	-1%	1%	-5%	i	-15%	-10	-1%	-2%	-2%
C[C@@H]1CN(Cc2nc(Cc3ccccc3F)no2)C[C@H](C)O1	?	-18%	0%	i	-10%[11.3 µM]	18	4%	8%	19%
Cc1cccc2cc(CN(Cc3cccnc3)C(=S)NCCCN(C)C)c(=O)[nH]c12	-1%	-3%	7%	i	-5%	-7	5%	-10%	-12%
CN(c1ccc(C(=O)NC2CCCCC2)cc1)S(=O)(=O)c1ccccc1	-6%	0%	-29%	i	-3%	3	?	-9%	-26%
COc1ccc(-c2cc3nc(C)n(N)c(=O)c3s2)cc1	5.8µM*	-10%	?	i	.	-15	9%	4.1µM*	2.8µM*
O=c1[nH]c2cc(Cl)cc(Cl)c2[nH]c1=O	-2%	6%	3%	i	0%	48	-6%	-22%	4%
O=C(CCNC(=O)c1ccc(Br)cc1)NCc1cccnc1	0%	?	11%	i	0%	-2	-9%	2%	-9%
COc1ccc(NC(=O)CN(C)S(=O)(=O)c2ccc3c(c2)CCCN3C(C)=O)cc1	17%	-5%	7%&-4%	i	4%	10	-3%	18%	10%&-30%
Cc1noc(C)c1COc1ccccc1C(=O)N(C)Cc1ccco1	9%	0%	-1%	i	-6%	0	-8%	0%	0%
O=C(c1ccc(Oc2cc(Cl)cc(Cl)c2)o1)N1CCCCC1	1%	-4%	2%	i	.	0	8%	8%	-8%
CC(C)c1nnc(NC(=O)CCC(=O)NC2CCCc3ccccc32)s1 (stereo not given)	-3%	0%	12%	i	5%	44	18%	4%	-5%
CC(O)CNCCNCc1c(OCc2ccccc2)ccc2ccccc12 (stereo not given)	11µM*	3%	0%	?	25µM*	-87*	?	18µM*	-93%
Cc1ccc(-c2cn(S(=O)(=O)c3ccc(C)cc3)nc2N)cc1	-7%	-3%	-2%	i	-5%	6	?	5%	-21%
Cc1cc(C)c(C#N)c(Oc2ccc(O)cc2)n1	-1%	0%	-8%	i	-7%	-9	7%	?	4%
C=CCn1c(=NC(=O)c2cccs2)sc2cccc(OC)c21	-27%	3%	9%	i	-5%	23	0%	-24%	-1%
Cc1ccc(Cc2c(C)nn(-c3nc(C)c(C(=O)N4CCCCC4C)s3)c2C)cc1 (stereo not given)	.	.	1%	i	5%	.	.	.	-3%
O=C(NCC1CC1)C1CCCN(S(=O)(=O)c2ccc(-n3cnnn3)cc2)C1 (stereo not given)	-3%	-1%	4%	i	-3%	-2	-2%	-2%	-51%
COc1ccc(C2NN=C(c3ccc(C)cc3)S2)cc1OC (stereo not given)	1%	5%	2%	i	56%[activator]	9	?	1%	-10%
Cc1nnc(SC(C)C(=O)Nc2ccc(S(=O)(=O)NC3CCCCC3)cc2)s1 (stereo not given)	-8%[9.24 µM]	0%	-3%	i	-9%	?	0%	?	-36%
Cc1oc2ncn(C)c(=O)c2c1C(=O)N(Cc1ccccc1)C(C)C	.	.	?	i	9%	.	.	.	-1%
Cc1ccc(SCC(=O)Nc2ccccc2C(=O)N2CCOCC2)cc1	10%	-97%[inhibitor]	4%	i	-10%	15	2%	10%	14%
CN1CCOc2cc(S(=O)(=O)Nc3ccc(F)cc3)ccc21	-12%	-1%	-22%	i	5%	20	4%	-18%	3%
Cc1ccc(NC(=O)c2ccc(S(=O)(=O)N3CCOCC3)cc2)cc1	-9%	1%	-5%	i	21%	-7	6%	-7%	-2%
COc1ccc(C(=O)Nc2ccc(S(=O)(=O)N3CCCCC3)cc2)cc1OC	-28%	4%	0%	i	-8%	47	1%	-8%	-18%

Rewritten field by field: three of the compounds above
> N#Cc1ccc(S(=O)(=O)NC2CC2)cc1
  HT1080 IDH1KD tx: -1%
  SW480 rerep: 1%
  KB-3-1 cytotox: -5%
  ATXN viability: i
  ATXN2 expr inh: -15%
  IL-1B inflam inh: -10
  MCF10A rerep: -1%
  HT1080NT lethal: -2%
  HepG2 tox: -2%

> Cc1ccc(-c2cn(S(=O)(=O)c3ccc(C)cc3)nc2N)cc1
  HT1080 IDH1KD tx: -7%
  SW480 rerep: -3%
  KB-3-1 cytotox: -2%
  ATXN viability: i
  ATXN2 expr inh: -5%
  IL-1B inflam inh: 6
  MCF10A rerep: ?
  HT1080NT lethal: 5%
  HepG2 tox: -21%

> Cc1noc(C)c1COc1ccccc1C(=O)N(C)Cc1ccco1
  HT1080 IDH1KD tx: 9%
  SW480 rerep: 0%
  KB-3-1 cytotox: -1%
  ATXN viability: i
  ATXN2 expr inh: -6%
  IL-1B inflam inh: 0
  MCF10A rerep: -8%
  HT1080NT lethal: 0%
  HepG2 tox: 0%

Following part:
mol	HT1080 IDH1KD tx	SW480 rerep	KB-3-1 cytotox	ATXN viability	ATXN2 expr inh	IL-1B inflam inh	MCF10A rerep	HT1080NT lethal	HepG2 tox
COc1ccc(-c2csc(C3=C(O)CN(Cc4ccc(S(N)(=O)=O)cc4)C3=N)n2)cc1OC	13%	2%	20%	?	4%	-14	-7%	16%	13%
Cc1sc2c(c1C)c(=O)n(-c1cccc(C(F)(F)F)c1)c(=O)n2Cc1ccccc1C#N	.	.	7%	i	0%	.	.	.	-3%
COc1ccc(/C=C/C(=O)C2CC2)cc1COc1c(C)cccc1C	-15%	?	22%	i	-2%	-12	?	-22%	-2%
Cc1cc(Br)ccc1NC(=O)CNC(=O)CN(C)C1CCS(=O)(=O)C1 (stereo not given)	21%	-1%	16%	i	4%	-8	1%	11%	1%
C[C@@H]1CN([C@@H](C)CO)C(=O)CCCn2nncc2CO[C@@H]1CN(C)S(=O)(=O)c1ccc(Oc2ccccc2)nc1	7%	.	23%	i	1%	?	.	-1%	-16%
C#CCOCCOCCOCCNc1nc(N2CCN(C(=O)CCCCCCCCCCNC(=O)[C@@H](CCSC)n3cc(CCO)nn3)CC2)nc(N2CCN(C(=O)CCCCCCCCCCNC(=O)[C@H]([C@@H](C)CC)n3cc(CCCCCN)nn3)CC2)n1	?	2%[9.22 µM]	?	14µM*	28µM*	-72*	?	?	-101%
CCOC(=O)c1ccccc1NC(=O)N1CCCN(S(=O)(=O)c2ccc3c(ccn3CC)c2)CC1	.	.	?	?	-4%	.	.	.	-25%
CN(C)S(=O)(=O)c1ccc(NC(=O)CNc2cc(S(=O)(=O)N3CCCC3)ccc2OCC(F)(F)F)cc1	-9%	-4%	1%	i	-11%	11	4%	-5%	-2%
CCN(Cc1ccncc1)C(=O)c1cc(COc2ccc(F)cc2F)on1	-12%	0%	-9%	i	-7%	?	13%	-3%	-18%
CCOc1ccc2nc(NC(=O)c3cnccn3)sc2c1	8%	1%	-7%	i	24%	-16	-5%	15%	-19%
COc1ccccc1-c1cc(C(=O)N/N=C/c2ccoc2)c2ccccc2n1	0%	-1%	4%	i	-18%	28	17%	-9%	-1%
Cc1ccc(-c2nn(C(C)(C)C)c3ncnc(N)c23)cc1	-27%	1%[9.22 µM]	?	?	-5%	-16	?	-16%	-11%
CN1CCC(OC(=O)c2ccccc2Cl)CC1	24%	15%	1%	i	0%	32	-1%	16%	-2%
COc1ccc(CCNC(=S)NC(=O)/C=C/c2ccc(C)cc2)cc1OC	?	20%	6%	i	-29%	-9	?	6.3µM*	-34%
CC(C)c1ccc(NC(=S)N2CCCC(c3ccc(F)cc3)=N2)cc1	-1%	-2%	2%	i	0%	-20	15%	-4%	-13%
CCCN(C(=O)CSCC(=O)Nc1ccc(OC)cc1)c1c(N)n(Cc2ccccc2)c(=O)[nH]c1=O	1%	-1%	-3%	i	-12%	3	0%	-5%	-8%

Copied from the list:
Reading for Cc1cc(Br)ccc1NC(=O)CNC(=O)CN(C)C1CCS(=O)(=O)C1 (stereo not given) in IL-1B inflam inh: -8
Reading for C#CCOCCOCCOCCNc1nc(N2CCN(C(=O)CCCCCCCCCCNC(=O)[C@@H](CCSC)n3cc(CCO)nn3)CC2)nc(N2CCN(C(=O)CCCCCCCCCCNC(=O)[C@H]([C@@H](C)CC)n3cc(CCCCCN)nn3)CC2)n1 in HepG2 tox: -101%
Reading for COc1ccccc1-c1cc(C(=O)N/N=C/c2ccoc2)c2ccccc2n1 in IL-1B inflam inh: 28
Reading for CN1CCC(OC(=O)c2ccccc2Cl)CC1 in HT1080 IDH1KD tx: 24%

Source: PubChem BioAssay (National Center for Advancing Translational Sciences (NCATS))
